sEH activator = increases human soluble epoxide hydrolase activity; hit rate 0.04% among 91,000; purified human sEH enzymatic activity, activator screen; activation, % at 2 µM; P34913; in the data active means activation above about 37%; further: values of inactives mirror those of a sister screen read the other way
Target sequence (P34913 whole entry, looked up): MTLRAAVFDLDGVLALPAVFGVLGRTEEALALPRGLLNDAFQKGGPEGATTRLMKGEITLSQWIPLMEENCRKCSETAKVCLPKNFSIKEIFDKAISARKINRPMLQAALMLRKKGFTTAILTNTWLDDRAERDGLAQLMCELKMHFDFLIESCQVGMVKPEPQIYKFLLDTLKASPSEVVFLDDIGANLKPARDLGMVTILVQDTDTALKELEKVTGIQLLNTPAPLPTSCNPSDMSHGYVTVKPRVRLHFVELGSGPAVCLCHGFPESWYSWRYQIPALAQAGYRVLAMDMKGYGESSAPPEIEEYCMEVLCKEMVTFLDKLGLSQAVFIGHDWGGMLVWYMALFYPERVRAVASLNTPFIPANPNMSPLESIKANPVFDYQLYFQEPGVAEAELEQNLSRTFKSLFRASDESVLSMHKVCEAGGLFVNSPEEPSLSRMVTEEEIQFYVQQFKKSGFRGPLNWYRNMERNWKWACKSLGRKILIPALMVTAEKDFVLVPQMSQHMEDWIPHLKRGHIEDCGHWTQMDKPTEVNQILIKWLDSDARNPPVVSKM
sEH inhibitor = inhibitors of human soluble epoxide hydrolase; P34913; recombinant human sEH enzymatic activity assay; inhibition, % at 2 µM; hit rate 0.34% among 91,000; in the data active means inhibition above about 80%; further: values of inactives mirror those of a sister screen read the other way; many of its hits are not listed in these tables
Candida biofilm = kills Candida albicans biofilms | inhibition, % at 6 µM | hit rate 0.14% among 85,000 | C. albicans biofilm + clotrimazole, Alamar Blue;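 active means inhibition above 20%; inactive means inhibition below 20%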;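 further: preformed 24 hr biofilms exposed to compound for 48 hr; 0% = biofilm without compound and 100% = blank killed by clotrimazole plus chlorhexidine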
IL1B cytotox = HUVEC cytotoxicity counter-screen, IL-1B stimulated | HUVEC cell count loss, Hoechst imaging | cell count reduction, % at 2 µM | hit rate 0.41% among 94,000 | AID 845;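 active means cell count reduction more than 3 SD above the screen-wide mean, cut at about 70% in these data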;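 further: normalized per plate to untreated control cells as the no-loss baseline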
Smad3 FoxH1 inh = inhibitors of human Smad3 transcription factor binding; P84022; TR-FRET Smad3/Dy647-FoxH1 peptide binding, europium anti-His; inhibition, % at 25 µM; hit rate 0.29% among 88,000;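 active means compounds that reduce the energy-transfer binding signal between the protein and its labelled peptide by more than half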;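 further: 0% = Smad3 plus labelled peptide maximal FRET and 100% = peptide-only background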
Target sequence (P84022 whole entry, looked up): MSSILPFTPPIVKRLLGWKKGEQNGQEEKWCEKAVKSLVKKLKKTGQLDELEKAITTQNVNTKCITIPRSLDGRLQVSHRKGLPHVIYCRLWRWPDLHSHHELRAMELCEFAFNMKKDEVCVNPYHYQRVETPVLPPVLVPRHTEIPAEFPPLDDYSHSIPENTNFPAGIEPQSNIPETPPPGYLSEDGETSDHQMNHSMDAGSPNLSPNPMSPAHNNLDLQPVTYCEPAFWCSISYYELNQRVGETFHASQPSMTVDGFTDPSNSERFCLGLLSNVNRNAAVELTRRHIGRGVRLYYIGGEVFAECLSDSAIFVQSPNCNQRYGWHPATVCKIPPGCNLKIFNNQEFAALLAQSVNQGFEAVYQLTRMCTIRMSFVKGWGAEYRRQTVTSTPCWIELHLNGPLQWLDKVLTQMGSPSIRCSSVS
cytoskel mod = alters cytoskeleton assembly in HUVEC cells. hit rate 0.18% among 91,000. inhibition, % at 2 µM. HUVEC TNFa F-actin phalloidin imaging, high content. AID 836;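 active means inhibition above the batch mean plus 3 SD and confirmed as a hit by visual image inspection, cut at about 30% in these data, passing the limit was not always enough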; further: strong numbers were not always called active
HUVEC tox TNFa = toxic to HUVEC cells under TNF alpha stimulation | HUVEC TNFalpha-stimulated, Hoechst cell count, imaging | cell count reduction, % at 2 µM | hit rate 0.17% among 93,000;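 active means cell count reduction exceeding the screen mean by over 5 SD, scaled to untreated wells per plate, cut at about 78% in these data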;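 further: cells counted after 24 h of TNF alpha exposure following the 1 h pretreatment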
VCAM1 TNFa inh = reduces TNF alpha induced VCAM1 expression in HUVEC | inhibition, % at 2 µM | hit rate 0.48% among 95,000 | AID 802 | HUVEC TNFa-induced VCAM-1 immunofluorescence, high-content imaging;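 active means inhibition above the batch mean plus 3 SD, with images confirmed as a hit by eye, cut at about 37% in these data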;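 further: 0% = TNF-stimulated DMSO wells and 100% = unstimulated control wells; not every result past the cut was called active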
ERb SRC1 inh = ER-beta (human) coactivator binding inhibition | hit rate 1.3% among 86,000 | inhibition, % at 25.6 µM | Q92731 | AID 633 | TR-FRET ER-beta LBD / SRC1-Cy5 peptide binding; receptor agonist-loaded with 1 µM estradiol;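 active means compounds whose percent inhibition of the receptor-coactivator binding signal exceeds about 50% in the single-dose screen, limit read from the data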;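 further: 0% = receptor plus peptide wells without compound and 100% = peptide-only wells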
Numbers without * were called inactive; nt = no result given; [ ] = dose if it differs, or a comment. Only part of the results is shown, so the mix of outcomes need not match the whole.

SMILES	sEH activator	sEH inhibitor	Candida biofilm	IL1B cytotox	Smad3 FoxH1 inh	cytoskel mod	HUVEC tox TNFa	VCAM1 TNFa inh	ERb SRC1 inh
CC(C(=O)N1CCCc2ccccc21)N1C(=O)c2ccccc2C1=O (stereo unspecified)	5	-2	-2	9	-1	-3	11	4	-7
CCC(C)(C)n1nnnc1C(c1ccc(C)cc1)N1CCC(C)CC1 (stereo unspecified)	-1	2	9	-20	-9	-6	3	2	23
COCCn1nnnc1C(c1ccc2ncccc2c1)N1CCc2ccccc21 (stereo unspecified)	-8	7	3	-23	-2	9	-2	-5	-3
COC(=O)c1cc(C(=O)OC)n(Cc2ccc(Br)cc2)n1	-9	12	5	7	-8	-5	-19	-6	-12
O=C(Nc1cccc(-c2cn3cccnc3n2)c1)c1ccco1	16	-17	2	8	2	14	8	-18	5
CC(=O)Nc1ccc(S(=O)(=O)NCC2CCC(C(=O)N3CCN(c4ccccn4)CC3)CC2)cc1 (stereo unspecified)	-10	12	-2	-72	7	nt	24	-23	-5
COCCn1c(=O)[nH]c2cc(C(=O)NCCN3CCN(c4ccccc4)CC3)ccc2c1=O	nt	nt	nt	13	nt	-9	9	11	nt
O=S(=O)(Nc1cccnc1)c1cccc(Cl)c1	7	-9	7	0	7	14	-7	-12	-9[fluorescence artefact?]
Cc1nn(S(=O)(=O)c2ccccc2)c(C)c1Sc1ccc([N+](=O)[O-])cc1	0	-2	nt	0	nt	46*	14	10	nt
O=C(Nc1ccccc1-c1nc2ccccc2[nH]1)c1ccc(S(=O)(=O)N2CCCCC2)cc1	nt	nt	nt	-29	nt	-35	3	5	nt
CC(C)OC(=O)C(C#N)c1nc2ccccc2nc1N1CCN(Cc2ccccc2)CC1 (stereo unspecified)	-2	2	-4	-4	8[fluorescence artefact?]	7	-32	-3	-6
CCCC(CCC)C(=O)NCCN1CCOCC1	8	-9	nt	16	3	19	-10	9	-12
Cc1ccc(C)c(N2CCN(C(=O)COc3cc(=O)n(C)c4ccccc34)CC2)c1	10	-11	4	-26	4	23	12	5	-9
CCc1cc(C(=O)OC)c(NC(=O)c2cc(Br)cs2)s1	-4	4	4	5	1	-3	-15	4	-2
Cc1ccc(-c2cc(NC(=O)CSc3n[nH]c(N)n3)n(-c3ccccc3)n2)cc1	-4	7	10	11	4	-21	-17	-6	4
CCN(CC)C(=O)C(C)OC(=O)COc1ccc(Cl)cc1C (stereo unspecified)	nt	nt	5	-20	15	-7	-17	27	46[fluorescence artefact?]
O=c1nc2s/c(=C\c3ccco3)c(=O)n2nc1Cc1ccc(F)cc1	-3	2	0	-12	16	-3	53	8	88*
CCCCCCOC(=O)c1ccc(NC(=O)c2cc(OC)c(OC)c(OC)c2Br)cc1	-29	28	nt	17	nt	6	-14	-3	nt
O=C1[C@H]2[C@@H](C(=O)N1c1cccc3ccccc13)C1(C(=O)c3ccccc3C1=O)N1CCC[C@@H]21	16	-14	5	nt	12	-2	-32	11	3
CCNC(=O)CN(CCc1ccccc1)S(C)(=O)=O	12	-14	3	-30	13	14	-7	-14	4
CC1CCN(C(=O)CSc2nnc(Cc3cc(=O)[nH]c(=O)[nH]3)n2-c2ccc(Cl)cc2)CC1	-1	1	-3	-51	-17	-20	-2	11	-1[fluorescence artefact?]
CN(C(=O)CSc1nnc(N)s1)c1c(N)n(Cc2ccccc2)c(=O)[nH]c1=O	-20	18	nt	-3	nt	25	-24	-13	nt
Cn1c(-c2ccc(F)cc2)cnc1SCC(=O)N1CCCCC1	14	-14	5	10	13	-14	-20	-3	-5
COC(=O)C1C(=O)NCC1c1ccccc1 (stereo unspecified)	-1	2	-2	-42	-18	4	-30	-20	15
O=C1CC2(CCCCC2)Oc2ccc(O)cc21	-27	29	nt	-15	nt	46	18	9	nt
Cc1cccc(C)c1NC(=O)CCCN1CC(C)OC(C)C1 (stereo unspecified)	-8	7	1	-97	-9	16	-20	-9	1
CCOc1ccccc1-n1nnnc1SCC(=O)Nc1cc2oc3ccccc3c2cc1OC	-7	7	-6	-16	10	-4	-22	11	19[fluorescence artefact?]
CCC(C)(C)NC(=O)C(c1ccc(C)cc1)N(Cc1ccco1)C(=O)CCC(=O)Nc1nccs1 (stereo unspecified)	0	-2	nt	17	nt	-3	4	-28	nt
CC1CCN(C(=O)COC(=O)c2n[nH]c3ccccc23)CC1	9	-8	5	20	7	-12	2	-4	-27
CN(C)c1ccc(C(=O)N2CC(=O)N(CCc3ccccc3)C(=O)C2)cc1	12	-12	7	-7	1	14	3	-1	1
CCOc1cccc(/C(O)=C2/C(=O)C(=O)N(CCOC)C2c2ccncc2)c1 (stereo unspecified)	-9	10	1	12	2	11	-2	-3	9[fluorescence artefact?]
CCOc1ccccc1N1CCN(S(=O)(=O)c2ccc(Cl)s2)CC1	-16	15	9	-9	-7	4	-16	18	-6
CCOc1ccc(CCNC(=O)C2CCC(=O)N2C2CCCCC2)cc1OCC (stereo unspecified)	6	-7	6	9	9	3	-11	-2	-2
CCc1ccc(C(=O)COC(=O)C(Cc2ccccc2)NC(=O)C2CCC(C)CC2)cc1 (stereo unspecified)	0	0	nt	nt	nt	18	-12	10	nt
COCCCn1c(SCC(=O)OC2CCCCC2)nnc1-c1cccs1	0	-2	9	4	-11	0	-12	-16	-12
O=c1cc(-c2ccccc2)nc2nc(SCc3ccccc3)[nH]n12	2	-1	1	17	-8	-26	nt	nt	11
Cc1cc(C)cc(OCC(=O)Nc2cccc(-c3nnc(-c4ccco4)o3)c2)c1	-17	17	2	-10	8	4	-3	20	3
O=C(COC(=O)C1CCCN1C(=O)c1cccs1)c1ccccc1 (stereo unspecified)	4	-1	0	-4	-2	5	-49	-12	-7
O=C(CSc1ccc2c(c1)OCCO2)NCc1ccco1	nt	nt	1	-4	6	-10	3	9	18
CCOC(=O)C(CC)(CCC(=O)O)c1csc(N)n1 (stereo unspecified)	-5	7	10	23	5	12	-2	0	8

Rewritten with values under each structure: entries from further up
The line under a structure holds: sEH activator, sEH inhibitor, Candida biofilm, IL1B cytotox, Smad3 FoxH1 inh, cytoskel mod, HUVEC tox TNFa, VCAM1 TNFa inh, ERb SRC1 inh
CCOc1ccccc1N1CCN(S(=O)(=O)c2ccc(Cl)s2)CC1
→ -16, 15, 9, -9, -7, 4, -16, 18, -6
CCOc1ccc(CCNC(=O)C2CCC(=O)N2C2CCCCC2)cc1OCC (stereo unspecified)
→ 6, -7, 6, 9, 9, 3, -11, -2, -2
CCc1ccc(C(=O)COC(=O)C(Cc2ccccc2)NC(=O)C2CCC(C)CC2)cc1 (stereo unspecified)
→ 0, 0, nt, nt, nt, 18, -12, 10, nt
COCCCn1c(SCC(=O)OC2CCCCC2)nnc1-c1cccs1
→ 0, -2, 9, 4, -11, 0, -12, -16, -12
O=c1cc(-c2ccccc2)nc2nc(SCc3ccccc3)[nH]n12
→ 2, -1, 1, 17, -8, -26, nt, nt, 11
Cc1cc(C)cc(OCC(=O)Nc2cccc(-c3nnc(-c4ccco4)o3)c2)c1
→ -17, 17, 2, -10, 8, 4, -3, 20, 3

Other results.
SMILES	sEH activator	sEH inhibitor	Candida biofilm	IL1B cytotox	Smad3 FoxH1 inh	cytoskel mod	HUVEC tox TNFa	VCAM1 TNFa inh	ERb SRC1 inh
CCOc1ccc2cc(C#N)c(SCC(=O)OC)nc2c1	nt	nt	10	-2	-27[fluorescence artefact?]	9	-35	12	19[fluorescence artefact?]
COc1ccc2nc(NC(=O)C3CCN(S(=O)(=O)c4cccs4)CC3)sc2c1	7	-10	5	nt	1	1	3	14	5
O=C(NCCc1cn2ccsc2n1)c1cccs1	-1	1	4	17	4	1	-11	-2	6
CCCCNC(=O)c1onc(CSc2cc(C)cc(C)c2)c1C(=O)O	-6	11	nt	-8	nt	-16	-25	7	nt
Cc1ccc2c(CC(=O)Nc3nc(C)cs3)coc2c1	-10	11	3	-25	2	-9	-5	-7	0
COc1cc(/C=N/NC(=O)CNC(=O)c2ccccc2)ccc1OC(=O)c1cccs1	-17	19	nt	-66	nt	4	19	7	nt
COc1ccc(OC)c2c(C)cc(N3CCN(C(=O)c4ccc(F)cc4)CC3)nc12	2	-4	9	3	12	19	-40	-19	4
O=C(COc1ccccc1Cl)NC(=S)N1CCc2ccccc21	13	-13	nt	nt	nt	-2	-5	14	nt
O=C(NCCCn1ccnc1)C(Cc1ccccc1)N1C(=O)c2ccccc2C1=O (stereo unspecified)	nt	nt	1	-26	-8	1	-12	13	-9
COC(=O)C1(S(=O)(=O)c2cc(Br)cc3c2N(C(C)=O)CC3)CC1	9	-9	7	32	2	2	-14	-9	2

Random excerpt: 2 entries already listed.
SMILES	sEH activator	sEH inhibitor	Candida biofilm	IL1B cytotox	Smad3 FoxH1 inh	cytoskel mod	HUVEC tox TNFa	VCAM1 TNFa inh	ERb SRC1 inh
Cc1cccc(C)c1NC(=O)CCCN1CC(C)OC(C)C1 (stereo unspecified)	-8	7	1	-97	-9	16	-20	-9	1
O=S(=O)(Nc1cccnc1)c1cccc(Cl)c1	7	-9	7	0	7	14	-7	-12	-9[fluorescence artefact?]

Following part.
SMILES	sEH activator	sEH inhibitor	Candida biofilm	IL1B cytotox	Smad3 FoxH1 inh	cytoskel mod	HUVEC tox TNFa	VCAM1 TNFa inh	ERb SRC1 inh
Cc1c(N2C(=O)c3ccc(Br)cc3C2=O)c(=O)n(-c2ccccc2)n1C	-10	10	-3	-12	-4	3	4	-13	-6
Cc1ccc(N2C(=O)CC(N3CCN(C4CCc5ccccc5C4)CC3)C2=O)cc1 (stereo unspecified)	21	-20	nt	-7	-5	-2	-10	-12	-4
COc1ccc(Nc2ncnc3sc(-c4ccccc4)cc23)cc1	-7	7	nt	-27	nt	-14	-13	-12	nt
Cc1cc(NC(=O)CSc2nc(C(C)C)nc3sc(C)c(C)c23)no1	1	-1	7	-9	13[fluorescence artefact?]	18	17	-7	4[fluorescence artefact?]
CCN(CC)C(=O)C1CC(=O)OC1(C)C (stereo unspecified)	5	-4	-3	14	-2	nt	-15	-1	-3
COc1cc(CNC(C)(C)CO)ccc1OCC(=O)Nc1ccc(Br)cc1	2	-1	7	-9	-1	6	-12	4	-4
CCCCS(=O)(=O)CC(COc1ccccc1)OC(=O)c1ccccc1 (stereo unspecified)	-4	6	-5	10	-12	2	0	-18	-8
FC(F)(F)c1nnc2ccc(-n3ccnc3)nn12	-12	10	8	-18	7	1	-20	12	-13[fluorescence artefact?]
Cc1ccc(C(=O)Nc2nc(C)c(C)s2)o1	0	-2	3	10	9	nt	-64	10	10
CCOC(=O)C1CCN(C/C=C/c2ccccc2OC)CC1	2	-1	3	-163	-4	-3	3	10	8[fluorescence artefact?]
O=C(CCn1c(=O)sc2ccccc21)NCc1cccs1	-19	19	2	10	6	23	-20	-7	-5
CCCCNC(=O)c1onc(CSc2cccc3ccccc23)c1C(=O)O	-3	8	nt	-2	nt	30	-44	2	nt
O=C/C(=C\Nc1ccccn1)c1nc2ccccc2o1	6	-6	7	-41	-4	10	18	30	9
